# GRK2 inh: blocks RNA aptamer binding to human GRK2. AID 488847. P25098. actives 0.59% (n = 330,000). bead flow cytometry, FAM-aptamer displacement from GRK2. inhibition of aptamer binding, % at 10 µM;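 active = inhibition of aptamer binding above 40%, roughly 3 SD of noise, on plates passing a quality check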;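 note: median bead fluorescence of bound FAM aptamer so fluorescent compounds give negative values; no value below 0 was filed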
# Target sequence (P25098 whole entry, looked up): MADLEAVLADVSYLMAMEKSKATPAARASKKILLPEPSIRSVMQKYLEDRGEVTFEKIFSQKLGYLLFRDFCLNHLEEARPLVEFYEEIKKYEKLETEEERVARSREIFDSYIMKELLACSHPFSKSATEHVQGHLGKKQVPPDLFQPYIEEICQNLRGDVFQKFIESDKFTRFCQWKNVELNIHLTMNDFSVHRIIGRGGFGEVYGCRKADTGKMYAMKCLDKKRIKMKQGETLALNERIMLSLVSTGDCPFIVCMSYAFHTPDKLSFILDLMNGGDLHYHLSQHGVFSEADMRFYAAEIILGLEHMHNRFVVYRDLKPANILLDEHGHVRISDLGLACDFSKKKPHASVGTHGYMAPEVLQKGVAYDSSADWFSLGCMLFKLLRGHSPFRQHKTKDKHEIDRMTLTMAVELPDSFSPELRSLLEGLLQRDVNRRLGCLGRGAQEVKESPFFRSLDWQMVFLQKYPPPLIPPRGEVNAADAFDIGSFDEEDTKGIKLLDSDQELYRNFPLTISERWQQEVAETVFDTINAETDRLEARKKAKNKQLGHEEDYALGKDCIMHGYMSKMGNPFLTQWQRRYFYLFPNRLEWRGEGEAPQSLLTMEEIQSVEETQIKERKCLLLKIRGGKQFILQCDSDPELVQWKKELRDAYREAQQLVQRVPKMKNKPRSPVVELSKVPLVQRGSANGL
# AGP1 TOR yeast: alters AGP1-GFP fluorescence in TOR pathway yeast screen. S. cerevisiae AGP1-GFP multiplex flow cytometry, 3 h; GFP as percent of DMSO wells. actives 0.02% (n = 320,000). GFP response vs DMSO, % at 10 µM. AID 2066;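 active = GFP response relative to DMSO above a set limit, near screen average plus 3 SD, cut at about 150% in these data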;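 note: median GFP channel fluorescence of the gated AGP1 strain per well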
# LAP4-GFP MLPCN: alters LAP4-GFP fluorescence in TOR pathway yeast screen. AID 2023. GFP response vs DMSO, % at 10 µM. S. cerevisiae LAP4-GFP multiplex, flow cytometry GFP, 3 h; median GFP as percent of DMSO wells. actives 0.34% (n = 320,000);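 active = GFP response vs DMSO above a set limit, about the screen mean plus 3 SD, cut at about 150% in these data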
# VLA-4 inh: inhibition in a human VLA-4 binding assay; VLA-4 expressing cells, ligand binding flow cytometry; inhibition, % (about 7 µM as worked out from the volumes in the protocol); actives 0.2% (n = 330,000); AID 2557; in the data active = inhibition above about 50%
# RPL19A-GFP yeast: modulators of TOR pathway RPL19A-GFP in S. cerevisiae | S. cerevisiae RPL19A-GFP strain, flow cytometry, 3 h; active compounds read low | percent response vs DMSO, % at 10 µM | actives 0.3% (n = 330,000);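 active = percent response vs DMSO below 50%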;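 note: median channel GFP fluorescence of the barcoded RPL19A-GFP strain; ratio of sample median GFP to plate DMSO average so 100% = DMSO; lower means less RPL19A-GFP as with rapamycin TOR inhibition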
# MEP2-GFP yeast: yeast TOR pathway MEP2-GFP modulation. S. cerevisiae MEP2-GFP strain, flow cytometry GFP, 3 h; 100% = DMSO control level. actives 0.51% (n = 330,000). GFP response vs DMSO, % at 10 µM;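 active = GFP response versus DMSO above a set limit, roughly screen mean plus 3 SD, cut at about 180% in these data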;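 note: median GFP fluorescence of the barcode-gated MEP2-GFP cells per well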
# CIT2-GFP yeast: yeast TOR pathway CIT2-GFP modulation; GFP response vs DMSO, % at 10 µM; S. cerevisiae CIT2-GFP strain, flow cytometry, 3 h; 100 means same as DMSO wells; actives 0.065% (n = 320,000);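 active = GFP response relative to DMSO above a set limit, near the screen mean plus 3 SD, cut at about 150% in these data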;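 note: ratio of well median GFP fluorescence to mean of DMSO wells on the plate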
# CR mimetic SO: caloric restriction mimetics inhibiting age-related superoxide in yeast | S. cerevisiae aged cells, superoxide DHE fluorescence; active compounds read low | superoxide response (% of plate mean), % at 10 µM | actives 0.18% (n = 330,000);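 active = superoxide response under a set limit, about three screen SD below normal, cut at about 65% in these data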;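 note: yeast aged for seven days with compound at 30 °C before DHE staining; 100% = average MFI of all compound-treated wells on the plate with controls excluded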
# * hit, by the source's call.
(1) O=C(NC(=S)Nc1ccc(N2CCOCC2)cc1)c1ccco1
(2) CNCCCCOc1ccc(C(C)(C)C)cc1Cl
(3) COC(=O)Nc1ccc(S(=O)(=O)N(CCO)CCO)cc1
(4) O=C(Cc1cc(=O)oc2cc(O)ccc12)NC(Cc1ccc(Cl)cc1)C(=O)O (stereo unspecified)
(5) O=C(/C=C/c1ccc(Cl)cc1Cl)OCC(=O)N1CCCC1
(6) CCCCn1nnnc1NCc1ccc(N(CC)CC)cc1
(7) Cn1c(SCC(=O)N2CCOCC2)nnc1-c1cnccn1
(8) CCn1c(C2CCN(S(=O)(=O)c3ccc(OC)cc3)CC2)n[nH]c1=S
assay / compound	1	2	3	4	5	6	7	8
GRK2 inh	0	0	0	0	2	0	0	1
AGP1 TOR yeast	95	93	95	85	95	86	97	102
LAP4-GFP MLPCN	98	94	110	85	93	88	103	103
VLA-4 inh	23	6	3	5	5	-1	6	0
RPL19A-GFP yeast	104	93	97	98	96	92	101	100
MEP2-GFP yeast	103	101	98	98	99	93	103	99
CIT2-GFP yeast	100	93	108	96	98	82	96	102
CR mimetic SO	104	104	98	106	108	90	102	88

(9) CN(C)c1cccc(C(=O)N(Cc2ccccc2)Cc2ccccc2)c1
(10) Cn1c(=O)c2c(nc(CN3CCN(C(=O)c4ccco4)CC3)n2Cc2ccc(Cl)cc2)n(C)c1=O
(11) COc1ccc(CNC(=O)CCNS(=O)(=O)c2cc(Br)cnc2N)cc1
(12) CCN1CCN(S(=O)(=O)c2ccc(Cl)c(C(=O)N(C)Cc3cccs3)c2)CC1
(13) CN1C(=O)c2ccccc2OC1(C)Cc1ccccc1 (stereo unspecified)
(14) CCC(=O)c1cn(CC(=O)Nc2cc(C)ccc2C)c2ccccc12
(15) CCCCCn1c(=O)[nH]c2cc(C(=O)Nc3ccc(OC)cc3)ccc2c1=O
(16) CC(C)C(=O)NC(Nc1cc(C(F)(F)F)ccc1Cl)C(Cl)(Cl)Cl (stereo unspecified)
assay / compound	9	10	11	12	13	14	15	16
GRK2 inh	2	3	1	0	1	0	0	1
AGP1 TOR yeast	96	105	105	92	104	100	103	100
LAP4-GFP MLPCN	95	104	101	94	109	91	120	101
VLA-4 inh	1	5	-9	10	0	14	-3	-9
RPL19A-GFP yeast	105	102	98	90	98	104	98	99
MEP2-GFP yeast	95	105	101	103	99	105	108	99
CIT2-GFP yeast	98	100	109	96	102	110	105	102
CR mimetic SO	101	98	92	127	85	111	98	105

(17) O=C(N1CCN(Cc2ccccc2)CC1)C12CC3CC(CC(C3)C1)C2
(18) COc1ccc(C)cc1NC(=O)CNC(C)C(=O)Nc1ccc(C(C)=O)cc1 (stereo unspecified)
(19) FC(F)(F)COc1nc(N2CCOCC2)nc(N(c2ccccc2)c2ccccc2)n1
(20) CCOC(=O)CSc1nnc(NC(=O)CN2CCCCC2)s1
(21) CCN(CC)C(=O)Cn1cc(C(=O)C(=O)N2CCc3ccccc32)c2ccccc21
(22) C#CCOCCOCCOCCNc1nc(N2CCN(C(=O)[C@H]([C@@H](C)CC)n3cc([C@@H](N)CO)nn3)CC2)nc(N2CCN(C(=O)[C@H](Cc3cc4ccccc4[nH]3)n3cc([C@@H](N)Cc4ccc(O)cc4)nn3)CC2)n1
(23) CCOC(=O)c1nn(-c2ccc(Cl)cc2)c2nc(CC)c(C#N)c(=O)n12
(24) Cc1nn(C(C)(C)C)c(C)c1/C=N/OC(=O)Nc1ccc(Cl)cc1
assay / compound	17	18	19	20	21	22	23	24
GRK2 inh	3	2	4	0	40	0	1	1
AGP1 TOR yeast	103	94	103	99	105	88	96	97
LAP4-GFP MLPCN	100	97	105	89	98	122	102	111
VLA-4 inh	9	10	-11	5	1	11	-16	8
RPL19A-GFP yeast	98	104	100	103	100	102	95	98
MEP2-GFP yeast	106	103	107	104	100	97	98	97
CIT2-GFP yeast	100	100	109	102	97	98	91	87
CR mimetic SO	94	90	89	95	101	103	93	102

(25) Cc1cc(NC(=S)Nc2ccc(C)c(Cl)c2)n[nH]1
(26) CC1(C)CNc2cc([N+](=O)[O-])ccc2S1
(27) COc1ccccc1-c1c(C)oc2c(CN3CCN(C)CC3)c(O)ccc2c1=O
(28) CC(C)NC(=O)c1ccccc1N(Cc1ccccc1)S(C)(=O)=O
(29) CS(=O)(=O)N1CCN(c2ccccc2NC(=O)Nc2cccc(Cl)c2)CC1
(30) CCCCCCc1ccc(N2C[C@H](Cc3ccccc3)[C@@H](CC(=O)NCc3ccc(OC)cc3)C2=O)cc1
(31) COc1cc(C#Cc2c(-c3cncn3C)n(C)c3ccc(Br)cc23)cc(OC)c1
(32) CCn1cc(-c2cc(C(=O)O)on2)c(C)n1
assay / compound	25	26	27	28	29	30	31	32
GRK2 inh	1	13	1	7	1	1	0	2
AGP1 TOR yeast	98	81	106	106	97	98	90	99
LAP4-GFP MLPCN	114	81	78	95	95	93	134	102
VLA-4 inh	-11	-2	22	-4	14	2	24	9
RPL19A-GFP yeast	94	96	101	100	101	101	87	96
MEP2-GFP yeast	101	96	94	101	108	100	98	101
CIT2-GFP yeast	93	96	92	103	99	99	104	97
CR mimetic SO	99	114	103	99	122	83	104	103

(33) Cc1c(OCC(=O)N2CCC(C(N)=O)CC2)ccc2c1oc(=O)c1ccccc12
(34) COc1cc(-c2nc(C(F)(F)F)c(OC)o2)cc(OC)c1OC
(35) C=CCn1c(O)c(CN2CCCCC2)c(C)c(C#N)c1=O
(36) N/C(=N\c1nc2c(c(=O)[nH]1)CCCC2)Nc1ccc(Oc2ccccc2)cc1
(37) O=C(N1CCCCC1)N1CCN(C(c2ccccc2)c2ccccc2)CC1
(38) Cc1cccc(C(=O)OCC(=O)N2CCCCCC2)c1O
(39) CCc1cccc(OCC(=O)Nc2ccc(C(=O)O)cc2NC(=O)COc2cccc(CC)c2)c1
(40) Cc1cccc(NC(=O)c2cc([N+](=O)[O-])ccc2Cl)c1O
assay / compound	33	34	35	36	37	38	39	40
GRK2 inh	1	0	22	0	1	5	0	0
AGP1 TOR yeast	92	100	97	109	91	99	78	98
LAP4-GFP MLPCN	99	100	93	101	93	101	84	100
VLA-4 inh	32	0	3	3	4	-7	1	6
RPL19A-GFP yeast	87	100	104	100	96	100	105	101
MEP2-GFP yeast	96	102	101	109	92	96	96	98
CIT2-GFP yeast	89	103	103	101	92	105	95	91
CR mimetic SO	91	102	106	107	102	99	89	113

(41) CCCCCCc1c(O)nc(SCCN(C)C)[nH]c1=O
(42) Cn1c(SCC(=O)O)nnc1-c1ccc(NC(=O)c2ccc(Cl)c(Cl)c2)cc1
(43) O=C(Cn1cnc2ccccc2c1=O)NCCC(=O)Nc1ccc(F)cc1
(44) CC(=O)NC12CC3CC(C1)CC(C(=O)N1CCN(S(=O)(=O)c4cccs4)CC1)(C3)C2
(45) COc1ccc(S(=O)(=O)N2CCN(C(=O)c3cccs3)CC2)cc1OC
(46) C=CCN(CC=C)C(=O)c1cccc(OC2CCN(CC(C)(C)C)CC2)c1
(47) CC(=O)NC(=S)Nc1ccc(NC(=O)c2cccs2)cc1
(48) NC(=O)c1ccccc1NC(=O)COc1ccc2c(c1)OCO2
assay / compound	41	42	43	44	45	46	47	48
GRK2 inh	0	2	0	1	0	2	0	1
AGP1 TOR yeast	100	102	104	102	105	98	91	105
LAP4-GFP MLPCN	105	113	94	100	102	95	87	101
VLA-4 inh	-6	-5	37	50*	4	0	43	-7
RPL19A-GFP yeast	98	93	106	96	102	101	98	101
MEP2-GFP yeast	102	97	106	102	102	104	92	101
CIT2-GFP yeast	100	90	100	98	110	105	95	104
CR mimetic SO	100	102	104	87	86	101	99	105

# Compounds listed so far with a nitro group on carbon, in the order listed:
(26) CC1(C)CNc2cc([N+](=O)[O-])ccc2S1
(40) Cc1cccc(NC(=O)c2cc([N+](=O)[O-])ccc2Cl)c1O
assay / compound	26	40
GRK2 inh	13	0
AGP1 TOR yeast	81	98
LAP4-GFP MLPCN	81	100
VLA-4 inh	-2	6
RPL19A-GFP yeast	96	101
MEP2-GFP yeast	96	98
CIT2-GFP yeast	96	91
CR mimetic SO	114	113

# 5 of these compounds in another layout:
item	SMILES	GRK2 inh	AGP1 TOR yeast	LAP4-GFP MLPCN	VLA-4 inh	RPL19A-GFP yeast	MEP2-GFP yeast	CIT2-GFP yeast	CR mimetic SO
43	O=C(Cn1cnc2ccccc2c1=O)NCCC(=O)Nc1ccc(F)cc1	0	104	94	37	106	106	100	104
44	CC(=O)NC12CC3CC(C1)CC(C(=O)N1CCN(S(=O)(=O)c4cccs4)CC1)(C3)C2	1	102	100	50*	96	102	98	87
45	COc1ccc(S(=O)(=O)N2CCN(C(=O)c3cccs3)CC2)cc1OC	0	105	102	4	102	102	110	86
46	C=CCN(CC=C)C(=O)c1cccc(OC2CCN(CC(C)(C)C)CC2)c1	2	98	95	0	101	104	105	101
47	CC(=O)NC(=S)Nc1ccc(NC(=O)c2cccs2)cc1	0	91	87	43	98	92	95	99

# Going on with the list:
(49) O=[N+]([O-])c1cccc(/C=C/c2ccncc2)c1
(50) CCN(C(=O)COC(=O)c1ccccc1OCc1ccc(Cl)cc1)C1CCS(=O)(=O)C1 (stereo unspecified)
(51) CC(=O)N/C(=N/c1nc(C)cc(C)n1)Nc1cccc(C)c1
(52) O=C(NC1CCN(Cc2ccccc2)CC1)c1cccc(S(=O)(=O)Nc2cc(C(F)(F)F)ccc2Cl)c1
(53) COC(=O)Cc1ccc(NC(=S)NN2CCOCC2)cc1
(54) CC(C)(C)NC(=O)CN(C(=O)CCC(=O)Nc1nccs1)c1ccc(F)c(Cl)c1
(55) CC(=O)Nc1ccc(NC(=O)C(C)OC(=O)CC2CCCCC2)cc1 (stereo unspecified)
(56) O=C(COc1ccc(-c2nnco2)cc1)Nc1ccc(C(F)(F)F)cc1
assay / compound	49	50	51	52	53	54	55	56
GRK2 inh	0	3	0	4	2	0	4	0
AGP1 TOR yeast	80	100	105	91	100	107	104	110
LAP4-GFP MLPCN	96	92	111	80	94	99	101	123
VLA-4 inh	1	5	23	26	2	19	-2	2
RPL19A-GFP yeast	93	102	116	101	103	103	97	100
MEP2-GFP yeast	109	106	120	94	105	104	97	101
CIT2-GFP yeast	78	104	102	97	107	113	90	88
CR mimetic SO	97	102	113	97	103	94	90	95

(57) CCC1Sc2ccccc2N(CC(=O)NC2CCCCC2)C1=O (stereo unspecified)
(58) CCOC(=O)COc1nc2ccc(Br)cc2c(-c2ccccc2)c1C(C)=O
(59) CCCN1C=CC(=CC=C(C#N)C#N)C=C1
(60) COc1ccc(CC(=O)N(C)CC(=O)Nc2ccccc2C(F)(F)F)cc1S(=O)(=O)N1CCOCC1
(61) CCOC(=O)C1CCCN(C2=C(NS(=O)(=O)c3ccc(Br)cc3)C(=O)c3ccccc3C2=O)C1 (stereo unspecified)
(62) Cc1cc(C)cc(NC(=O)CCN2C(=O)c3ccccc3S2(=O)=O)c1
(63) C(/C=C/c1ccccn1)=C\c1ccccc1
(64) O=C(NNC(=O)c1cc(-c2ccccc2)nn1-c1ccccc1)c1ccccc1
(65) COc1cccc(/C=N\n2c(C)nnc2C)c1OC
(66) CCCN1CCN(C2CCCCC2NS(=O)(=O)c2ccccc2)CC1 (stereo unspecified)
(67) Cc1ccc2c(=O)cc(C(=O)Nc3ccc(S(=O)(=O)Nc4onc(C)c4C)cc3)oc2c1
assay / compound	57	58	59	60	61	62	63	64	65	66	67
GRK2 inh	1	3	1	0	1	0	2	1	1	0	3
AGP1 TOR yeast	105	97	109	101	96	90	111	87	104	103	104
LAP4-GFP MLPCN	108	97	121	97	99	100	117	90	104	100	93
VLA-4 inh	-4	-10	-10	9	-21	14	11	10	13	-2	-7
RPL19A-GFP yeast	97	105	98	97	98	89	97	97	100	105	103
MEP2-GFP yeast	105	104	120	93	92	96	98	103	105	100	105
CIT2-GFP yeast	89	103	101	87	92	82	98	89	103	113	118
CR mimetic SO	114	119	106	93	171	137	101	99	90	89	105

# Compound activity: PubChem, NMMLSC
